Calpain2 inh = calpain II (pig) inhibition; AID 1236; inhibition, % at 16 µM; purified calpain II, fluorogenic peptide substrate, 30 min; 220,000 tested, 0.37% active;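 active = inhibition above about 50%, limit read from the data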
Cl transport mod = modulators of human KCC2 chloride dependent transport; Q9H2X9; KCC2 cells, thallium flux FluoZin-2 fluorescence; B-score of Tl+ flux slope (higher = more flux/activation; lower = inhibition) at 10 µM; 190,000 tested, 2.2% active; AID 1456;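 active = thallium flux slope and its plate-corrected score both differing from the plate sample mean at a set confidence after two filtering rounds, in either direction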;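 also: slope of fluorescence scaled to starting intensity during 10 to 20 s after thallium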
Target sequence (Q9H2X9 whole entry, looked up): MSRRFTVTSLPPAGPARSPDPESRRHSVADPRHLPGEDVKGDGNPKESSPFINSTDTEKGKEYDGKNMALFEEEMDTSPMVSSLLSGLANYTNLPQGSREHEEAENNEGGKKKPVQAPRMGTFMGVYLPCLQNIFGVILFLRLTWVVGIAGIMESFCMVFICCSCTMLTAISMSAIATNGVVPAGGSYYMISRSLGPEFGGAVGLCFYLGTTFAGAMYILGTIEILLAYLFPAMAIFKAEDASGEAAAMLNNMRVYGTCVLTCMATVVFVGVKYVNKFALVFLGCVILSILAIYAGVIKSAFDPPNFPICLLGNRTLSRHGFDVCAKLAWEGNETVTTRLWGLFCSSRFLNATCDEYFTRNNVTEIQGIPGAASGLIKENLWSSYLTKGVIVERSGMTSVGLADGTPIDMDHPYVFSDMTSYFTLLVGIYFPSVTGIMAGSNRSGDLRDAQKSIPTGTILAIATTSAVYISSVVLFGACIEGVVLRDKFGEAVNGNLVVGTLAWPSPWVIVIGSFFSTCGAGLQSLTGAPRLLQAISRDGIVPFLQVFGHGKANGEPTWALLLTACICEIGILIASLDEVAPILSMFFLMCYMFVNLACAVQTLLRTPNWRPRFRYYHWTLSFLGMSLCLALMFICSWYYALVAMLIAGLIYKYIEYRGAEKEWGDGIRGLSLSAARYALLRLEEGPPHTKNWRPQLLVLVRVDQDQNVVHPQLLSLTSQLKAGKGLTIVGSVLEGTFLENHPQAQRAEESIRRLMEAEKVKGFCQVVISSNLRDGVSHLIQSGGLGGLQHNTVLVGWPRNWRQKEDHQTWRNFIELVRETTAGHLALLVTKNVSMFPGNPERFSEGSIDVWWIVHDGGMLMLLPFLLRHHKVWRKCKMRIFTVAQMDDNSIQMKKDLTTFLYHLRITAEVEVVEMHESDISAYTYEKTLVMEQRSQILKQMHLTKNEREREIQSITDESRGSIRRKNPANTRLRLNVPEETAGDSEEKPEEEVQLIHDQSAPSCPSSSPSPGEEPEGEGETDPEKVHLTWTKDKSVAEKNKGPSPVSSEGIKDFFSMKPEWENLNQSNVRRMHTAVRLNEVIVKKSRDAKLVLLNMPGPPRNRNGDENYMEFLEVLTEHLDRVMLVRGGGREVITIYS
PPC-1+TRAIL kill = PPC-1 cancer cell killing with TRAIL present. PPC-1 cells + TRAIL, ATPLite viability luminescence. cell killing (% activity), % at 4 µM. 220,000 tested, 0.41% active. AID 1443;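 active = cell killing above 50% in the first pass at 4 µM, then a duplicate retest at 5 µM averaging 50% or more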;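 also: plate controls were cells with TRAIL plus DMSO for no effect and medium-only wells lacking cells for full effect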
thrombin 1536 = inhibitors of human thrombin. 220,000 tested, 0.26% active. P00734. alpha-thrombin, Boc-VPR-AMC fluorogenic substrate cleavage. inhibition, % at 5 µM;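 active = inhibition at or above 40%; inactive = inhibition below 40%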;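 also: 0% = enzyme with no compound and 100% = wells without enzyme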
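Material: Human alpha-thrombin protein | Buffer or medium: pH 7.5 Tris-saline with Tween 20 | Reagent: Boc-VPR-AMC substrate, 15 µM final | Schedule: Reaction at ambient temperature | Detection: AMC fluorescence at 355 nm excitation and 460 nm emission | Evaluation: Percent inhibition scaled between no-compound controls and no-enzyme blanks | Controls: no-compound enzyme wells and no-enzyme blanks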
EBV gp42 block = inhibitors of Epstein-Barr virus glycoprotein 42. Q1HVG2. AID 1085. 220,000 tested, 0.42% active. inhibition, % (tested at 21.74 µM). Fluorescence polarization binding assay, mP read-out; in the data active = inhibition above about 50%
Tb hexokinase = blocks Trypanosoma brucei hexokinase 1 activity. recombinant TbHK1, G6PDH-coupled NADH A340. inhibition, % at 10 µM. 220,000 tested, 0.11% active. AID 1430;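 active = inhibition of 50% or more in the single-dose primary screen; inactive = inhibition below 50%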
Furin inh = blocks human furin protease activity; P09958; purified furin, fluorogenic substrate cleavage; inhibition, % at 30 µM; 220,000 tested, 0.061% active; AID 463115; in the data active = inhibition above about 25%; also: inactives centre near -15
TRPML3 agonist = agonists of human TRPML3 channel. 220,000 tested, 0.29% active. AID 1448. HEK293 TRPML3-YFP, Fluo-8 calcium fluorescence; 100% = the carbachol control signal. activation, % at 3 µM. Q8TDD5;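 active = activation above its plate's cutoff, the mean activation of the plate's test wells plus 3 SD, cut at about 12% in these data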;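 also: 0% = DMSO only wells and 100% = carbachol wells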
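Test system: HEK293 cells stably carrying human TRPML3-YFP; Doses: single dose, 3 µM final nominal compound, 0.3% DMSO final; Schedule: dye loading 1 h 37 °C then 30 min ambient, 125 s read; Technique: Fluo-8 calcium fluorescence; Benchmarks: high control carbachol 87 µM, low control DMSO.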
TRPN1 ag = activates the zebrafish TRPN1 channel. HEK293 zebrafish TRPN1-YFP, Fluo-8 calcium fluorescence; 100% = response to 87 µM carbachol. activation, % at 3 µM. 220,000 tested, 0.18% active;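 active = activation above its plate's cutoff, the mean activation of test wells on that plate plus 3 SD, cut at about 19% in these data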;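 also: 0% = DMSO alone and 100% = 87 µM carbachol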
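Material – zebrafish TRPN1-YFP in HEK293 cells · Doses – 3 µM single point · Schedule – dye 1 h 37 °C plus 30 min RT · Signal – Fluo-8 calcium fluorescence, excitation 470-495 nm, emission 515-575 nm · Read-out – % activation versus carbachol response · Control set – carbachol high, DMSO low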
* hit, by the source's call; [ ] = remark or other dose.

How did COc1ccc(/C=C2\CCCC3C2=NN(C(=O)c2ccco2)C3c2ccc(OC)c(OC)c2)cc1OC (centres undefined) do in these assays?
Calpain2 inh: -436.6; PPC-1+TRAIL kill: 11.7; thrombin 1536: 5.8; EBV gp42 block: -11.0; Tb hexokinase: -24.8; Furin inh: -19.1[20 µM]; TRPML3 agonist: -0.2; TRPN1 ag: -0.7

What do the screens show for `C#CCNC(=O)C1=C[C@H](c2ccccc2)C[C@H](OCCCCO)O1`?
Calpain2 inh: -17.3; Cl transport mod: 0.569; PPC-1+TRAIL kill: 5.5; thrombin 1536: -1.0; EBV gp42 block: -10.9; Tb hexokinase: -8.8; Furin inh: -34.6; TRPML3 agonist: 0.2; TRPN1 ag: 1.2

Results for CCC(Sc1nnnn1-c1ccccc1)C(=O)NC(C)c1ccccc1 (centres undefined) ?
Calpain2 inh: -11.0; PPC-1+TRAIL kill: 1.2; thrombin 1536: 2.6; EBV gp42 block: -14.1; Tb hexokinase: 3.2; Furin inh: -18.9[20 µM]; TRPML3 agonist: 0.1; TRPN1 ag: -0.8

Results for [O-][n+]1ccc(C2CC2)cc1 ?
Calpain2 inh: 14.6; Cl transport mod: -0.512; PPC-1+TRAIL kill: -6.4; thrombin 1536: -6.2; EBV gp42 block: 9.8; Tb hexokinase: 8.0; Furin inh: -35.8; TRPML3 agonist: 1.3; TRPN1 ag: 0.6

How did COc1ccc(CN2CCOCCOCCN(Cc3ccc(OC)cc3)CCOCCOCC2)cc1 do in these assays?
Calpain2 inh: -1.5; Cl transport mod: -1.09; PPC-1+TRAIL kill: -0.9; thrombin 1536: -4.7; EBV gp42 block: -7.5; Tb hexokinase: 2.1; Furin inh: -23.4; TRPML3 agonist: -0.4; TRPN1 ag: -3.0

How did CCN(CC)S(=O)(=O)c1cccc(C(=O)N[C@H](C(=O)O)C(C)C)c1 do in these assays?
Calpain2 inh: 21.4; Cl transport mod: 1.81; PPC-1+TRAIL kill: 22.2; thrombin 1536: 4.1; EBV gp42 block: 15.6; Tb hexokinase: -23.0; Furin inh: -16.5[20 µM]; TRPML3 agonist: 1.9; TRPN1 ag: 0.5

Results for O=C(Nc1ccc2c(c1)OCCO2)NC12CC3CC(CC(C3)C1)C2 ?
Calpain2 inh: 18.8; Cl transport mod: 1.08; PPC-1+TRAIL kill: 2.9; thrombin 1536: -0.5; EBV gp42 block: -27.2; Tb hexokinase: 3.5; Furin inh: -21.8[20 µM]; TRPML3 agonist: 0.0; TRPN1 ag: -0.3

How did Cc1[nH]nc(SCC(=O)NCC(C)C)c1[N+](=O)[O-] do in these assays?
Calpain2 inh: -12.1; Cl transport mod: -0.892; PPC-1+TRAIL kill: 3.6; thrombin 1536: 1.9; EBV gp42 block: -4.4; Tb hexokinase: -9.1; Furin inh: -21.9; TRPML3 agonist: 0.3; TRPN1 ag: 1.9

How did C/C(=N\Nc1ccc(C(=O)O)cc1)c1ccc(Br)cc1 do in these assays?
Calpain2 inh: 8.4; Cl transport mod: -0.876; PPC-1+TRAIL kill: 8.1; thrombin 1536: -2.6; EBV gp42 block: -2.7; Tb hexokinase: -76.6; Furin inh: -2.8; TRPML3 agonist: -0.7; TRPN1 ag: 0.6

How did CCCCc1ccc(-c2nc(NC(=O)C3C4CCC(O4)C3C(=O)O)sc2C)cc1 (centres undefined) do in these assays?
Calpain2 inh: -89.5; Cl transport mod: -0.581; PPC-1+TRAIL kill: 16.3; thrombin 1536: -2.6; EBV gp42 block: -18.9; Tb hexokinase: 4.1; Furin inh: -13.9[20 µM]; TRPML3 agonist: -0.4; TRPN1 ag: -2.2

What do the screens show for `CCN1CCCC1CNC(=O)Cn1cc2c(n1)CCC(C)C2` (centres undefined)?
Calpain2 inh: -11.7; Cl transport mod: -1.94; PPC-1+TRAIL kill: -33.6; thrombin 1536: 4.5; EBV gp42 block: -11.7; Tb hexokinase: 2.5; Furin inh: -28.6; TRPML3 agonist: 0.2; TRPN1 ag: 1.4

What do the screens show for `COc1cc(/C=N/NC(=O)c2cc(C)n(-c3ccc(F)cc3)c2C)cc(OC)c1O`?
Calpain2 inh: -112.5; Cl transport mod: -1.47; PPC-1+TRAIL kill: 0.7; thrombin 1536: 8.3; EBV gp42 block: 6.9; Tb hexokinase: -17.2; Furin inh: -21.3; TRPML3 agonist: 0.7; TRPN1 ag: 0.7

How did CC1CC(=O)N(CC(=O)Nc2ccc3c(c2)OCO3)c2ccccc2S1 (centres undefined) do in these assays?
Calpain2 inh: -4.2; Cl transport mod: -0.255; PPC-1+TRAIL kill: -3.2; thrombin 1536: -5.5; EBV gp42 block: -6.9; Tb hexokinase: 2.9; Furin inh: -24.4; TRPML3 agonist: 0.3; TRPN1 ag: -1.4

How did CCN1CCN(C(c2cc(OC)ccc2OC)c2nnnn2Cc2ccccc2)CC1 (centres undefined) do in these assays?
Calpain2 inh: 7.0; Cl transport mod: -0.0267; PPC-1+TRAIL kill: -4.2; thrombin 1536: -6.5; EBV gp42 block: -2.0; Tb hexokinase: -4.1; Furin inh: -10.9; TRPML3 agonist: -0.4; TRPN1 ag: -0.4

How did CCOc1cc(CN2CCCC(CNC(=O)c3ccc(F)cc3)C2)ccc1OC (centres undefined) do in these assays?
Calpain2 inh: 19.0; Cl transport mod: 0.254; PPC-1+TRAIL kill: 2.7; thrombin 1536: 5.2; EBV gp42 block: -6.1; Tb hexokinase: -2.2; Furin inh: -13.6; TRPML3 agonist: 0.4; TRPN1 ag: 0.2

How did CC(N=C(NS(=O)(=O)c1ccc(Cl)cc1)c1ccccc1)C(=O)O (centres undefined) do in these assays?
Calpain2 inh: 2.6; PPC-1+TRAIL kill: 20.5; thrombin 1536: 3.1; EBV gp42 block: -0.1; Tb hexokinase: -3.8; Furin inh: -26.2[20 µM]; TRPML3 agonist: 1.0; TRPN1 ag: 0.1

How did Cc1ccc(S(=O)(=O)NC(=O)N(C)C2CCCCC2)cc1 do in these assays?
Calpain2 inh: -13.5; Cl transport mod: 0.118; PPC-1+TRAIL kill: 10.9; thrombin 1536: -9.2; EBV gp42 block: -2.0; Tb hexokinase: -9.3; Furin inh: -20.0; TRPML3 agonist: 0.7; TRPN1 ag: 1.1

What do the screens show for `O=C(Oc1ccc(-c2nnco2)cc1)N1CCCCC1`?
Calpain2 inh: 7.2; Cl transport mod: 0.351; PPC-1+TRAIL kill: 15.1; thrombin 1536: 1.4; EBV gp42 block: -12.3; Tb hexokinase: -0.3; Furin inh: -30.3[20 µM]; TRPML3 agonist: 0.3; TRPN1 ag: 0.1

How did COc1ccc2cc(CCNC(=O)C3CC3)c(=O)[nH]c2c1 do in these assays?
Calpain2 inh: -17.8; Cl transport mod: -1.77; PPC-1+TRAIL kill: 9.5; thrombin 1536: -3.1; EBV gp42 block: -2.0; Tb hexokinase: -18.2; Furin inh: -15.4; TRPML3 agonist: 0.5; TRPN1 ag: -1.6

How did Clc1ccc(CN2CCCCCCC2)cc1Cl do in these assays?
Calpain2 inh: -8.9; Cl transport mod: 0.503; PPC-1+TRAIL kill: 6.5; thrombin 1536: -13.6; EBV gp42 block: -2.9; Tb hexokinase: -0.5; Furin inh: -19.7[20 µM]; TRPML3 agonist: -0.6; TRPN1 ag: -1.5

Results for Clc1ccc2nc(-c3ccccn3)c(Nc3ccc4c(c3)OCO4)n2c1 ?
Calpain2 inh: 56.0*; Cl transport mod: -0.871; PPC-1+TRAIL kill: 15.0; thrombin 1536: 5.2; EBV gp42 block: 1.4; Tb hexokinase: 0.1; Furin inh: -19.8; TRPML3 agonist: 0.4; TRPN1 ag: -1.1

What do the screens show for `Cc1ccc(Nc2nc(-c3cccs3)cs2)nc1`?
Calpain2 inh: 26.7; Cl transport mod: 1.98; PPC-1+TRAIL kill: 30.2; thrombin 1536: -2.9; EBV gp42 block: 11.0; Tb hexokinase: -2.5; Furin inh: -5.9; TRPML3 agonist: 0.8; TRPN1 ag: 0.1

Results for COC(=O)c1ccc(Oc2nc(NC(C)C)nc(N(C)C)n2)cc1 ?
Calpain2 inh: -1.0; Cl transport mod: 0.744; PPC-1+TRAIL kill: -5.0; thrombin 1536: -8.2; EBV gp42 block: 4.2; Tb hexokinase: -0.6; Furin inh: -15.4[20 µM]; TRPML3 agonist: -0.2; TRPN1 ag: 1.3

How did COc1cccc(-c2cc(C(=O)N3CCCc4ccccc43)no2)c1 do in these assays?
Calpain2 inh: -11.4; Cl transport mod: -2.14; PPC-1+TRAIL kill: 16.4; thrombin 1536: -5.3; EBV gp42 block: 1.1; Tb hexokinase: 0.6; Furin inh: -13.7[20 µM]; TRPML3 agonist: 0.0; TRPN1 ag: 1.2

Results for c1ccc(COc2ccccc2CNc2nn[nH]n2)cc1 ?
Calpain2 inh: -1.7; Cl transport mod: -1.18; PPC-1+TRAIL kill: 32.1; thrombin 1536: -5.0; EBV gp42 block: -6.5; Tb hexokinase: -1.8; Furin inh: -29.8; TRPML3 agonist: 1.4; TRPN1 ag: -0.2

What do the screens show for `Cc1ccc(C=Nc2ccccc2C(N)=O)s1`?
Calpain2 inh: -465.0; Cl transport mod: -0.0141; PPC-1+TRAIL kill: 12.6; thrombin 1536: -14.0; EBV gp42 block: 1.9; Tb hexokinase: -8.3; Furin inh: -16.8; TRPML3 agonist: 0.8; TRPN1 ag: 0.7

How did O=C(NCCCN1CCOCC1)c1ccc(Br)cc1 do in these assays?
Calpain2 inh: 11.0; PPC-1+TRAIL kill: 10.9; thrombin 1536: 0.1; EBV gp42 block: -27.3; Tb hexokinase: 3.2; Furin inh: -19.6; TRPML3 agonist: 0.7; TRPN1 ag: 0.8

Results for COC(=O)c1ccccc1NC(=O)N1CCN(C/C=C/c2ccccc2)CC1 ?
Calpain2 inh: 2.6; PPC-1+TRAIL kill: -0.8; thrombin 1536: -1.0; EBV gp42 block: -18.9; Tb hexokinase: -2.7; Furin inh: -13.1[20 µM]; TRPML3 agonist: 1.3; TRPN1 ag: -0.1

Results for Fc1ccc2[nH]c3c(c2c1)CN(C(=S)NCc1ccccc1)CC3 ?
Calpain2 inh: 28.9; Cl transport mod: -0.169; PPC-1+TRAIL kill: 7.1; thrombin 1536: -0.4; EBV gp42 block: 0.3; Tb hexokinase: 2.8; Furin inh: -3.9; TRPML3 agonist: 0.7; TRPN1 ag: 1.5

What do the screens show for `O=C(/C=C/c1ccco1)c1ccccc1O`?
Calpain2 inh: -26.6; Cl transport mod: 0.0058; PPC-1+TRAIL kill: 22.0; thrombin 1536: 4.4; EBV gp42 block: -6.2; Tb hexokinase: -8.3; Furin inh: -11.4; TRPML3 agonist: 0.2; TRPN1 ag: -0.4

Not a retest: an excerpt of the list.
Results for Clc1ccc2nc(-c3ccccn3)c(Nc3ccc4c(c3)OCO4)n2c1 ?
Calpain2 inh: 56.0*; Cl transport mod: -0.871; PPC-1+TRAIL kill: 15.0; thrombin 1536: 5.2; EBV gp42 block: 1.4; Tb hexokinase: 0.1; Furin inh: -19.8; TRPML3 agonist: 0.4; TRPN1 ag: -1.1

What do the screens show for `Cc1ccc(Nc2nc(-c3cccs3)cs2)nc1`?
Calpain2 inh: 26.7; Cl transport mod: 1.98; PPC-1+TRAIL kill: 30.2; thrombin 1536: -2.9; EBV gp42 block: 11.0; Tb hexokinase: -2.5; Furin inh: -5.9; TRPML3 agonist: 0.8; TRPN1 ag: 0.1

Assay outcomes deposited in PubChem BioAssay by several laboratories.
